Assay outcomes deposited in PubChem BioAssay by Sanford-Burnham Center for Chemical Genomics.
Jurkat NFkB inh = inhibitors of induced NF-kB luciferase reporter, primary screen, TCR NF-kB activation inhibitor project, cell-based, luminescence, uHTS; inhibition, % at 4 µM; Jurkat, PMA/ionomycin-induced NF-kB luciferase reporter; 330,000 compounds, 0.53% hits; in the data active means inhibition above about 50%
CCR6 antag = CCR6 receptor antagonists, primary screen, cell-based, CHO-K1, luminescence, beta-arrestin, uHTS | C-C chemokine receptor type 6 (Homo sapiens), P51684 | CHO-K1 CCR6 PathHunter beta-arrestin, CCL20-stimulated | inhibition, % at 20 µM | 340,000 compounds, 0.49% hits | AID 493098, 2011;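 active means compounds whose inhibition of the agonist-driven luminescence signal at 20 µM reaches about 50%, limit read from the data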;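 further: cells stimulated with CCL20 at 14 nM final; plate controls were DMSO with CCL20 for no effect and DMSO without agonist for full effect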
UBC13 polyUb = UBC13 polyubiquitin chain formation inhibitors, primary screen, biochemical, TR-FRET, uHTS; Ubiquitin-conjugating enzyme E2 N (Homo sapiens), P61088; inhibition, % at 20 µM; 330,000 compounds, 0.47% hits; AID 485273, 2010; in the data active means inhibition above about 45%, passing the limit was not always enough
Target sequence (P61088 whole entry, looked up): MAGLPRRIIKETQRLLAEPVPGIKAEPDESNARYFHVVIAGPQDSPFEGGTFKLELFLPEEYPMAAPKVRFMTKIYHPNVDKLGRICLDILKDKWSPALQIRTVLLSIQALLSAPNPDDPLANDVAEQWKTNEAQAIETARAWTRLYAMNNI
EBI2 antag = EBI2 receptor antagonists, beta-arrestin recruitment, primary screen, cell-based, luminescence, 7a,25-OHC stimulation, uHTS. G-protein coupled receptor 183 (Homo sapiens), P32249. 7a,25-OHC stimulated. inhibition, % at 5 µM. 360,000 compounds, 0.81% hits. AID 651636, 2012; in the data active means inhibition above about 38%;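 further: enzyme fragment complementation signal reports receptor beta-arrestin coupling in cells; 0% = agonist plus DMSO wells and 100% = wells without agonist; some results beyond the cut were filed as inactive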
APJ antagonist = antagonists of human apelin receptor APJ, primary screen, CHO-K1 cells, beta-arrestin complementation, luminescence; P35414; inhibition, % at 20 µM; 330,000 compounds, 0.32% hits; AID 2521, 2010;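 active means inhibition above about 40% at 20 µM, limit read from the data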;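 further: cells challenged with 10 nM apelin-13 agonist together with compound; plate controls were apelin-13 plus DMSO wells for no effect and DMSO wells lacking apelin-13 for full effect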
Target sequence (P35414 whole entry, looked up): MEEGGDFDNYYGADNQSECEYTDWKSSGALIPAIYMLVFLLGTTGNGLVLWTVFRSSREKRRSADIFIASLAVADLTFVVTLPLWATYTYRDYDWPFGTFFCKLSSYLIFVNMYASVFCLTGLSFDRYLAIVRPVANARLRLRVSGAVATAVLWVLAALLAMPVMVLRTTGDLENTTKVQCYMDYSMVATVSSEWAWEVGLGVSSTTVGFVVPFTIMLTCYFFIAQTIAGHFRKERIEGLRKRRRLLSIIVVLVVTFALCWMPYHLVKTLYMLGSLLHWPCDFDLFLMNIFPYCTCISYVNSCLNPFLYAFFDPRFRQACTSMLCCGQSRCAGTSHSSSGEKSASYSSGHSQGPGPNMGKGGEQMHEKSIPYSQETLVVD
CXCR6 inh = CXCR6 receptor inhibitors, primary screen, cell-based, beta-arrestin, luminescence, CHO-K1 PathHunter, 1536-well. C-X-C chemokine receptor type 6 (Homo sapiens), O00574. inhibition, % at 20 µM. 360,000 compounds, 0.36% hits; in the data active means inhibition above about 34%, passing the limit was not always enough;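 further: antagonist mode with CXCL16 agonist at 10 nM final; 0% = 10 nM CXCL16 with DMSO and 100% = unstimulated wells without agonist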
Target sequence (O00574 whole entry, looked up): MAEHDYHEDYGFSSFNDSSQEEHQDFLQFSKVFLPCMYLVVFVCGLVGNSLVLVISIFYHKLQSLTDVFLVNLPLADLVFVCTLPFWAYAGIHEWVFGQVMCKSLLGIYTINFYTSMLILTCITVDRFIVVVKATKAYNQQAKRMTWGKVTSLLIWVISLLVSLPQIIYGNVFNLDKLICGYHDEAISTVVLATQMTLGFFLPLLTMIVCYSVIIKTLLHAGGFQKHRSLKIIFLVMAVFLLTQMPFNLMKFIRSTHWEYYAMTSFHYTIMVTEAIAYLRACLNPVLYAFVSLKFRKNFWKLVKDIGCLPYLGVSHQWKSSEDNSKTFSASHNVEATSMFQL
697 NFkB inh = inhibitors of PMA/ionomycin-induced NF-kB reporter, 697 cells, primary screen, B-cell NF-kB inhibitor project, cell-based, luminescence, uHTS; 697 B-cell NF-kB luciferase reporter, 16 h; 330,000 compounds, 0.33% hits; AID 435022, 2010; inhibition, % at 4 µM; in the data active means inhibition above about 35%
Gli-Sufu block = Gli-Sufu pathway antagonists, primary screen, luciferase luminescence, Sufu-KO-LIGHT cells, uHTS; Sufu-KO-LIGHT fibroblasts, Gli luciferase reporter luminescence; inhibition, % at 5 µM; 340,000 compounds, 0.74% hits;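 active means inhibition above about 55%, limit read from the data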;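 further: 0% = DMSO-treated cells and 100% = wells with medium but no cells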
* = called active by the depositor; · = no result given.

SMILES	Jurkat NFkB inh	CCR6 antag	UBC13 polyUb	EBI2 antag	APJ antagonist	CXCR6 inh	697 NFkB inh	Gli-Sufu block
CCC(C)n1c(SCc2ccccc2)nc2ccsc2c1=O (stereo unspecified)	-7.3	16.6	8.6	-24.4	7.4	-0.6	-18.5	8.6
CCOC(=O)C=C(C(=O)OCC)C(=O)OCC	·	17.4	·	-7.3	·	6.0	·	-0.1
COc1ccc(CNC(=O)C2(C)Cc3ccccc3C(=O)O2)cc1 (stereo unspecified)	-9.2	5.0	-5.6	-3.4	-9.9	-0.3	-7.8	-11.0
COc1ccc(NC(=O)CSc2ccc3c4c(cccc24)C(=O)c2ccccc2-3)cc1	-19.7	17.4	-81.5	-3.3	-15.3	-7.1	1.0	12.7
COc1ccccc1N1CCN(S(=O)(=O)c2ccc3c(c2)NC(=O)CS3)CC1	-2.3	17.5	-2.9	-2.3	8.2	-7.0	-55.7	4.6
CC(C)C[C@H]1CN([C@@H](CC(C)C)CN2CCC[C@@H]2CN2C(=O)C(=O)NC[C@@H]2Cc2ccccc2)C(=O)C(=O)N1CC1CCCCC1	·	14.2	·	2.8	·	6.8	·	16.1
O=C(COC(=O)c1ccccc1O)Nc1ccc2ccccc2c1	-9.5	8.8	5.1	-3.3	3.8	6.1	-6.4	-6.7
CCN(CC)S(=O)(=O)c1ccc(-c2nnc(SCC(=O)N3CCc4ccccc43)o2)cc1	-1.3	-6.7	-11.0	-8.7	13.1	-9.3	2.3	3.3
COc1ccccc1OCCNC(=O)c1ccc(C)o1	-6.7	1.7	2.2	-0.7	12.2	-2.2	-0.3	-12.3
O=C(CN(CC1CCCO1)C(=O)CCC(=O)Nc1nccs1)NCc1ccc2c(c1)OCO2 (stereo unspecified)	1.8	10.2	7.5	-2.0	14.8	-17.6	-6.6	-17.0
CCN(CC)S(=O)(=O)c1ccc(NC(=O)c2nc3nc(C)cc(C)n3n2)cc1	0.7	·	-7.0	·	6.4	·	16.0	·
Cc1ccc(C(=O)c2cc([N+](=O)[O-])ccc2N2CC(C)OC(C)C2)cc1 (stereo unspecified)	45.9	18.6	-1.5	16.0	7.4	5.6	-52.1	6.8
O=C(c1ccc2c(=O)n(Cc3ccccc3Cl)c(=S)[nH]c2c1)N1CCOCC1	2.9	18.5	12.6	-2.9	2.7	4.8	4.7	-13.8
CCOc1ccc2[nH]c(=O)c(CN(CC3COCCO3)C(=O)c3ccc(C)cc3)cc2c1 (stereo unspecified)	-2.0	13.6	9.2	-14.6	17.5	4.4	8.1	1.9
O=C(Nc1cc(Sc2ccccn2)cc([N+](=O)[O-])c1)c1cccc(F)c1	35.2	-5.2	5.2	-6.9	-5.3	-0.9	-3.9	21.8
C=CCOC(=O)C1=C(C)OC(N)=C(C#N)C1c1ccc2c(c1)OCO2 (stereo unspecified)	4.7	5.3	6.9	2.9	14.3	6.1	6.0	-9.6
Cc1nnc(NC(=O)CSc2nnc(C)c(=O)n2N)s1	-7.5	2.1	-4.2	5.8	7.1	38.3	8.2	8.4
O=C(CSc1cccc2cccc(Cl)c12)NCc1cccs1	9.0	7.6	4.1	7.2	8.0	-13.8	0.1	-10.8
CN(C)/C=N/c1nc(-c2ccc3ccccc3c2)cs1	-90.0	0.5	-7.1	-2.1	4.9	9.4	-160.0	-76.8
CC12CCC(C(=O)NCCc3ccccc3)(OC1=O)C2(C)C (stereo unspecified)	-6.7	-0.3	1.2	-14.3	-4.2	-0.5	-1.0	13.5
COCCOC(=O)c1sc(=S)n(CCOC)c1N	-0.2	7.0	1.1	5.1	-10.0	-1.2	10.6	4.3
CCOC(=O)C1=CC[C@H]2c3c(c4ccccc4n3C)C(=O)C1N2C(=O)OC(C)(C)C	18.5	11.5	-2.6	1.6	-0.8	6.0	-3.0	24.7
Cc1cccn2cc(CCNS(=O)(=O)c3ccc4c(c3)OCCO4)nc12	-2.3	6.2	-3.9	-10.5	14.1	-16.4	9.3	7.1
O=C(C(Br)=Cc1ccccc1)c1ccccc1	·	69.4*	·	69.3*	·	47.5*	·	9.0
COC(=O)C1SCC2C(=O)N(Cc3ccc(Cl)cc3)CC(=O)N21 (stereo unspecified)	7.9	7.5	0.4	-5.1	7.4	0.7	1.5	1.6
Cc1cc(C)cc(OCC(=O)OCC(=O)NCCC2=CCCCC2)c1	12.6	-4.8	8.6	-0.7	8.9	10.6	9.5	1.1
COCCN1C(=O)C(=O)/C(=C(/O)c2cccc(OC)c2)C1c1ccco1 (stereo unspecified)	9.5	12.3	0.6	-0.7	-20.5	-0.9	-5.3	1.2
O=C1NC(=S)NC1=Cc1ccco1	·	27.8	·	5.0	·	22.6	·	5.2
COc1ccc2nc(N/C(N)=N/C(=S)Nc3c(C)cccc3C)nc(C)c2c1	-5.8	31.3	5.2	13.7	-2.5	8.8	6.8	18.4
CCCCCCOC(=O)Cc1c(C)nc(N)[nH]c1=O	2.4	-9.0	-3.3	-15.4	-9.3	6.0	21.3	4.8
CN(CC1CCOCC1)C(=O)CC1C(=O)NCCN1Cc1ccc(Cl)c(F)c1 (stereo unspecified)	-4.0	0.9	-5.8	6.2	-17.1	-1.0	-22.3	1.4
O=C(O)c1ccc(-c2ccc(-c3ccccc3)cc2)s1	61.3*	·	-4.3	-11.0	6.1	-1.7	-72.8	·
CCSc1nc2c(cnn2-c2ccc(C)c(C)c2)c(=O)[nH]1	-4.4	8.7	-13.4	-11.3	18.9	3.6	-14.5	-5.0
O=C(CCn1c(=S)[nH]c2cc3c(cc2c1=O)OCO3)NCc1ccc(Cl)cc1	15.6	2.9	-2.4	-3.9	-9.2	10.3	12.3	-0.5
COc1ccc(CCCC(=O)NCCc2ccccc2)c(C)c1	-8.5	8.7	4.1	-2.4	-9.3	5.4	9.5	-0.1
O=C(CSc1nc2ccccc2c(=O)[nH]1)Nc1ccc(S(=O)(=O)N2CCCC2)cc1	-4.5	3.8	-5.0	8.2	6.9	0.3	15.1	3.6

Entries of single compounds, looked up by structure. Order of screens: Jurkat NFkB inh	CCR6 antag	UBC13 polyUb	EBI2 antag	APJ antagonist	CXCR6 inh	697 NFkB inh	Gli-Sufu block
Profile of COc1ccc2nc(N/C(N)=N/C(=S)Nc3c(C)cccc3C)nc(C)c2c1 = -5.8	31.3	5.2	13.7	-2.5	8.8	6.8	18.4
Profile of COc1ccc(CCCC(=O)NCCc2ccccc2)c(C)c1 = -8.5	8.7	4.1	-2.4	-9.3	5.4	9.5	-0.1
Profile of O=C(O)c1ccc(-c2ccc(-c3ccccc3)cc2)s1 = 61.3*	·	-4.3	-11.0	6.1	-1.7	-72.8	·
Profile of O=C(CCn1c(=S)[nH]c2cc3c(cc2c1=O)OCO3)NCc1ccc(Cl)cc1 = 15.6	2.9	-2.4	-3.9	-9.2	10.3	12.3	-0.5

(next part)
SMILES	Jurkat NFkB inh	CCR6 antag	UBC13 polyUb	EBI2 antag	APJ antagonist	CXCR6 inh	697 NFkB inh	Gli-Sufu block
O=C(CCC1N=C2c3ccccc3N=C(SCC(=O)NCC3CCCO3)N2C1=O)NCc1ccc(F)cc1 (stereo unspecified)	9.3	12.9	9.4	0.5	7.9	-5.0	0.2	-17.8
CCOC(=O)c1c(C)n(C)c2ccc(OC)c(NC(=O)CN3CCN(C(=O)c4ccco4)CC3)c12	7.4	8.7	9.4	0.2	5.6	2.0	-0.6	4.7
CCOC(=O)c1cc(-c2ccccc2)nn1CCC#N	-12.8	2.4	-9.3	-0.8	-15.7	2.3	-11.7	-7.0
Cc1cccc(OC(=O)Cn2c(C(F)(F)F)nc3ccccc32)c1	-5.4	-3.7	-4.3	6.8	-24.8	-0.2	9.6	0.0
COC(=O)c1ccc(CSc2nnc(CNC(=O)c3ccccc3F)o2)o1	0.5	4.3	2.1	4.9	-8.6	-0.4	25.6	5.9
C=CCOc1ccc(C=Nc2ccc(C)c(Cl)c2)c(O)c1	0.9	-1.3	-2.3	-10.7	2.5	-3.3	20.6	-5.7
O=C(c1ccc(NS(=O)(=O)c2ccc(F)cc2)cc1)N1CCCCCC1	13.3	-2.6	-3.0	-15.4	7.3	-5.2	12.1	29.4
Cc1ccc(OCC(O)CN2CCN(CC(O)COc3ccc(C)cc3)CC2)cc1 (stereo unspecified)	19.4	4.4	11.0	45.0*	12.1	1.3	6.0	-2.2
CC(=O)OC(C(=O)NC1CCCCC1)c1ccccc1F (stereo unspecified)	-3.1	14.0	3.1	1.1	-15.8	6.8	6.1	-5.8
Cn1nccc1NS(=O)(=O)c1ccc(F)cc1	-2.9	3.3	3.4	-5.0	-6.1	1.6	21.8	4.8
O=S(=O)(c1ccccc1)c1nc(-c2ccccc2Cl)oc1NCCN1CCOCC1	14.9	9.0	16.1	-17.1	11.6	-6.5	23.7	-0.9
COc1ccccc1/C=C(/C(=O)OCC(=O)NCc1ccccc1)c1ccccc1	13.5	9.6	8.9	-10.2	13.8	-3.7	4.3	0.0
CC(=O)NC12CC3CC(C)(C1)CC(NC(C)=O)(C3)C2	-3.6	-5.2	10.5	1.6	22.9	-5.3	20.8	1.8
C/C(=N\NC(=S)NC1CCCCC1)c1ccccc1	-47.8	16.6	2.5	12.6	6.8	3.7	-71.6	-15.2
COCCn1c(C)cc(/C=N/NC(=O)c2cc3ccccc3cc2O)c1C	9.1	10.3	-5.4	1.2	-23.7	-14.5	3.6	-10.8
C=CCN(Cc1cccs1)C(=O)CN1CCN(S(=O)(=O)c2ccc3c(c2)OCCCO3)CC1	11.4	7.3	4.3	8.1	-5.6	6.0	0.0	24.1
O=[N+]([O-])c1ccc(C2CN=C(Nc3ccccc3)S2)cc1 (stereo unspecified)	-25.7	8.4	8.6	7.5	-3.0	-0.5	-25.5	12.3
O=C(/C=C/c1c[nH]c2ccccc12)c1cccc2ccccc12	1.6	26.1	0.2	33.9	-11.5	1.9	-24.1	-0.6
O=C(O)c1ccc(N/N=C/c2cccc3nccnc23)cc1	-7.6	26.6	-14.2	-1.3	6.4	12.2	-63.6	-28.0
Cc1ccc2c(c1)c(C)cc[n+]2Cc1ccccc1	27.9	17.6	13.7	-3.1	-9.0	6.7	-22.9	57.7*
Cc1c(C=NNC(=O)c2ccc(Br)cc2)c2ccccn2c1C(=O)c1ccncc1	-9.2	18.6	-34.7	2.1	-7.4	4.4	12.8	-5.2
C[C@H](O)[C@@H]1C(=O)N2CCc3ccc(-c4cccc(F)c4)cc3[C@@H]2C[C@@H]1N(C)C(=O)C(C)(C)C	·	5.7	·	3.4	·	2.0	·	3.9
Cc1ccc2nc3c(cc(C(=O)NCCc4ccccc4)c(=N)n3CC3CCCO3)c(=O)n2c1 (stereo unspecified)	-3.2	22.2	13.7	9.2	24.3	10.8	-25.2	20.4
Cc1ccc(C(=O)N(C)CCOc2ccccc2)cc1S(=O)(=O)N1CCCCC1	0.4	10.0	-9.5	11.4	-27.0	-1.1	8.8	3.8

Results in Jurkat NFkB inh and EBI2 antag, for two of the compounds above:
Compound | Jurkat NFkB inh | EBI2 antag
Cc1c(C=NNC(=O)c2ccc(Br)cc2)c2ccccn2c1C(=O)c1ccncc1 | -9.2 | 2.1
CC(=O)NC12CC3CC(C)(C1)CC(NC(C)=O)(C3)C2 | -3.6 | 1.6

(more compounds)
SMILES	Jurkat NFkB inh	CCR6 antag	UBC13 polyUb	EBI2 antag	APJ antagonist	CXCR6 inh	697 NFkB inh	Gli-Sufu block
COc1ccccc1N1CCN(/N=C\C(Br)=C\c2ccccc2)CC1	-20.9	10.9	6.2	13.3	-1.3	4.0	-12.3	-23.0
COc1ccc(C(=O)c2c(C)oc3ccc(O)cc23)c(OC)c1	-5.0	0.1	0.2	-10.4	11.1	2.3	5.1	-9.1
Cn1cnnc1Sc1nc2c(c(=O)n(C)c(=O)n2C)n1Cc1ccccc1Cl	-4.5	6.1	-22.6	-7.2	8.9	-4.4	-8.7	5.0
CC(=O)N1CCN(S(=O)(=O)c2cccc(C(=O)NCCC3=CCCCC3)c2)CC1	-12.2	-7.2	-6.1	-5.6	1.8	1.9	-10.1	13.4
